P. falciparum M1AAP – P. falciparum M1AAP inhibitors, biochemical, fluorogenic H-Leu-NHMec substrate, 1536-well (AID 1445); recombinant M1AAP, H-Leu-NHMec fluorogenic kinetic assay; higher % means a stronger effect; inhibition, % at 30 µM; hits with a dose series show IC50 in µM; 220,000 compounds, 0.42% hits;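 active = primary inhibition above the hit cutoff, then over 50% inhibition at one or more dose response concentrations, cut at about 23% in these data, passing the limit was not always enough; inconclusive = conflicting primary data, or primary hits not chosen for dose response; inactive = low primary inhibition, or under 50% at every dose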;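 note: plate controls were DMSO full reaction for no effect and no enzyme background for full effect; strong numbers were not always called active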
RSV antiviral HEp-2 – inhibition of RSV-induced cytopathic effect – HEp-2 cells, primary 10 µM value included (AID 2391). HEp-2 cells, RSV-induced CPE inhibition; higher % means a stronger effect. one-dose CPE inhibition, % at 10 µM; IC50 in µM for titrated hits. 310,000 compounds, 0.13% hits; in the data active = a potency from the dose series; inconclusive = CPE inhibition mostly from about 23% at the one dose, without a potency; inactive = the rest, 99 in 100 with CPE inhibition below about 21%; note: strong numbers were not always called active
human PMI inhibition – MPI enzyme activity inhibition – biochemical, fluorescence intensity, coupled assay, primary screen (AID 1209) | inhibition, % at 20 µM, or IC50 in µM where a hit was titrated | purified PMI enzyme, coupled fluorescence intensity; higher % means a stronger effect | 190,000 compounds, 0.42% hits;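 note: plate controls were DMSO vehicle for no effect and wells lacking substrate for full effect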
M17LAP inhibition – P. falciparum M17LAP inhibitors, primary screen, biochemical, fluorogenic H-Leu-NHMec substrate, 1536-well (AID 1619); recombinant M17LAP, H-Leu-NHMec fluorogenic kinetic assay; higher % means a stronger effect; inhibition, % at 30 µM; hits with a dose series show IC50 in µM; 220,000 compounds, 0.38% hits;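 active = compound inhibiting the enzyme by more than half at any dose during confirmatory dose-response retesting; inconclusive = strong single-dose inhibitors picked by rank but not retested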;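 note: plate controls were full reaction with DMSO carrier for no effect and no enzyme background for full effect; strong numbers were not always called active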
PMI inhibition – MPI inhibition at elevated mannose 6-phosphate – biochemical, fluorescence intensity, high mannose 6-phosphate, primary screen (AID 1220); 190,000 compounds, 0.66% hits; inhibition, % at 20 µM; hits with a dose series show IC50 in µM; recombinant PMI enzyme, coupled fluorescence intensity; higher % means a stronger effect
West Nile virus CPE – inhibition of WNV-induced cytopathic effect – cell-based, CPE readout (AID 1621). West Nile virus-infected cells, CPE inhibition; higher % means a stronger effect. 290,000 compounds, 0.02% hits. CPE inhibition, % at 10 µM, or IC50 in µM where a hit was titrated; in the data active = a potency from the dose series; inconclusive = CPE inhibition mostly from about 3.7% at the one dose, without a potency; inactive = the rest, 99 in 100 with CPE inhibition below about 2.2%; note: strong numbers were not always called active
TNAP activation fold – human TNAP enzyme activators, primary screen, biochemical, luminescent, no phosphate acceptor, uHTS (AID 1001); purified TNAP, luminescent activation assay, no phosphate acceptor; higher activation fold means a stronger effect; one-dose activation fold at 20 µM; EC50 in µM for titrated hits; 200,000 compounds, 0.03% hits; in the data active = activation fold from about 3, or a potency from the dose series; inactive = the rest, 99 in 100 with activation fold below about 1.6; note: many of its hits are not listed in these tables
K1F lysis inhibition – protection from phage-mediated lysis, alamar blue read-out – E. coli UTI89, K1F phage, bacterial capsule biogenesis inhibitors (AID 488966); 340,000 compounds, 0.02% hits; E. coli UTI89 K1F phage lysis, alamar blue, 2 h; higher % means a stronger effect; one-dose inhibition, % at 100 µM; IC50 in µM for titrated hits;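 active = phage lysis inhibition, versus mean bacterial control, above a set limit; inconclusive = no clear call, values can overlap the other calls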;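 note: capsule biogenesis inhibitors block K1F phage lysis so surviving cells raise fluorescence; higher fluorescence means more inhibition of phage lysis; actives were called in the ten point dose series up to 300 µM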
T cell modulator – T cell immune modulation candidate. calls only at 7 µM. 2C CD8+ T cell-vesicle binding, flow cytometry; active compounds read low. 330,000 compounds, 0.068% hits;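 active = response, share of CD8 T cells binding vesicles, and their 90th percentile fluorescence all below set limits, cut at about 80% in these data, passing the limit was not always enough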
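Test system: purified 2C TCR transgenic mouse naive CD8+ T cells. Probe or stimulus: QL9-peptide-loaded Drosophila micro-vesicles bearing Ld, ICAM-1 and B7-1. Incubation: binding step 1.5 h, 37 °C, antibody labelling 20 min, ice. Measured by: flow cytometry of vesicle-bound cells.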
T cell modulator vesicle-bound % – further read-out of T cell modulator, marked with its call; double positive events, %; measured here: CD8+ vesicle-bound cell fraction;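 binding gate set so that unloaded-vesicle control wells show 10% double positive cells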
Numbers without * were called inactive; i = inactive; u = inconclusive; x = not tested or not shown; & = joins results of further samples; [ ] = remark or other dose. Cut-off read from the data, not from the text of the source, unless noted: active = inhibition above about 50%; inactive = the rest.

SMILES	P. falciparum M1AAP	RSV antiviral HEp-2	human PMI inhibition	M17LAP inhibition	PMI inhibition	West Nile virus CPE	TNAP activation fold	K1F lysis inhibition	T cell modulator	T cell modulator vesicle-bound %
COc1ccc(-n2c(SCC3OCCO3)nc3c(sc(=S)n3-c3ccccc3)c2=O)cc1OC	10%	0.9%	3%	-5%	6%	0.1%	1.1	1.1%	i	67
CCOC(=O)Cc1nn(Cc2ccccc2)c(=O)c2ccccc12	x	0.8%	11%	x	9%	-1.2%	1.1	0.8%	i	36
O=c1oc2ccccc2c(NCCO)c1[N+](=O)[O-]	21%	8.0%	-6%	18%	-6%	1.3%	1.1	-0.3%	i	23
CCCCCCCCCCOC(=O)Cn1c(COc2ccc(Cl)cc2)[n+](C)c2ccccc21	x	-2.4%	x	x	x	-0.5%	x	-0.6%	i	22
Cn1c(N)c(C(=O)COC(=O)CSc2ccc3ccccc3c2)c(=O)n(C)c1=O	4%	0.9%	10%	-3%	14%	0.9%	1.1	0.3%	i	45
COCCNC(=O)CCCn1c(=O)c2cc(OC)c(OC)cc2n(CC(=O)Nc2ccccc2OC)c1=O	4%	3.5%	-19%	-1%	-14%	0.1%	0.9	0.1%	i	33
CC(CNC(=O)CCn1c(=O)c2cccn2c2ccc(F)cc21)c1ccccc1 (stereo not drawn)	x	u	x	x	x	0.2%	x	0.2%	i	37
Cc1ccc(NC(=O)c2sc3ccccc3c2Cl)nc1	3%	1.9%	-9%	-5%	-2%	0.5%	1.1	0.0%	i	30
COc1ccc(C)cc1NC(=O)C1CCCN(S(=O)(=O)c2cccnc2)C1 (stereo not drawn)	x	4.2%	x	x	x	-0.3%	x	0.5%	i	7
CCc1ccccc1NC(=O)C1CCN(C(=O)N2CCOc3ccccc32)CC1	x	1.5%	x	x	x	-0.4%	x	0.1%	i	43

The list goes on; it opens with the two that closed the last part.
SMILES	P. falciparum M1AAP	RSV antiviral HEp-2	human PMI inhibition	M17LAP inhibition	PMI inhibition	West Nile virus CPE	TNAP activation fold	K1F lysis inhibition	T cell modulator	T cell modulator vesicle-bound %
COc1ccc(C)cc1NC(=O)C1CCCN(S(=O)(=O)c2cccnc2)C1 (stereo not drawn)	x	4.2%	x	x	x	-0.3%	x	0.5%	i	7
CCc1ccccc1NC(=O)C1CCN(C(=O)N2CCOc3ccccc32)CC1	x	1.5%	x	x	x	-0.4%	x	0.1%	i	43
CC1C(=O)N2CCCc3cc(S(=O)(=O)N4CCN(c5ccc(F)cc5)CC4)cc1c32 (stereo not drawn)	x	4.0%	x	x	x	-0.5%	x	0.7%	i	40
Cc1cc(C)c(S(=O)(=O)c2ccccc2Cl)c(Cl)n1	-2%	-0.1%	-1%	10%	0%	-1.3%	1.1	x	i	30
Cc1sc2ncnc(OCC(=O)NC(C)C(C)C)c2c1C (stereo not drawn)	5%	2.7%	2%	66%	7%	-0.8%	1	-0.3%	i	55
O=C(NCc1ccc2c(c1)OCO2)c1ccc(CS(=O)(=O)c2ccc(Br)cc2)o1	9%	-1.0%	-3%	1%	0%	-0.4%	0.8	-6.4%	i	52
O=C(N/N=C/c1ccccc1O)C1(O)c2ccccc2-c2ccccc21	u	0.4%	-9%	-10%	-21%	-0.4%	1.2	0.9%[50 µM]	i	42
CN(c1ccccc1)S(=O)(=O)c1ccc(C(=O)OCC(=O)N2CCOCC2)cc1	8%	0.6%	39%	7%	13%	0.7%	1.1	-0.2%	i	41
O=C(CN(C(=O)c1csnn1)c1ccc(F)c(Cl)c1)NCc1ccc(F)cc1	x	0.1%	x	x	x	-0.6%	x	-1.3%	i	13
O=C(NC(=S)N(CCCCO)C1CCCCC1)c1sc2ccccc2c1Cl	-5%	0.6%	2%	2%	-6%	0.2%	1	-0.1%	i	50
CC1CC(C)CN(C(=O)Cn2c(=O)c3cccn3c3cccnc32)C1 (stereo not drawn)	x	0.9%	x	x	x	0.1%	x	0.1%	i	21
CCc1ccc(CN(C)C(=O)c2cc(COc3c(F)cccc3F)on2)cc1	3%	8.8%	18%	-1%	13%	-1.8%	1.1	0.1%	i	29
Cc1cccc(C)c1NC(=S)N(Cc1ccccc1)Cc1cccs1	-1%	1.9%	-3%	-6%	-4%	-0.3%	1.2	1.1%	i	55
O=C(COC(=O)Cn1cnc2ccccc2c1=O)NCc1ccccc1Cl	-3%	1.8%	-11%	0%	-4%	0.2%	1.1	-0.2%	i	56
CCOC(=O)n1n[n+]([O-])c2ccccc21	-1%	3.0%	3%	-1%	10%	-0.1%	1.1	0.4%	i	30
CCOc1ccccc1Nc1ncccc1C(=O)O	15%	1.6%	-2%	24%	-8%	0.1%	1.2	-0.7%	i	15
O=C(CSc1nc(-c2ccccc2Cl)ns1)Nc1ccc2c(c1)OCO2	1%	3.8%	26%	0%	25%	-0.6%	1.1	6.5%	i	48
COc1ccc(CN(CC(=O)NCc2ccc(F)cc2)C(=O)c2ccco2)cc1	x	1.3%	x	x	x	-0.2%	x	0.1%	i	30
Cc1ccc(NS(=O)(=O)c2cc3c(cc2C)NC(=O)CO3)cc1	x	3.6%	x	x	x	-0.9%	x	-1.1%	i	26
NC(=O)c1ccsc1NC(=O)COC(=O)CSc1ccc(Cl)cc1	4%	-1.5%	18%	-1%	13%	0.7%	1.1	-0.9%	i	48
CN(C)/C=C(/C(=O)c1ccc(Cl)cc1Cl)S(=O)(=O)c1ccccc1	14%	-2.3%	-2%	17%	-2%	-0.7%	1.1	-0.2%	i	36
CC(C)OP(=O)(OC(C)C)C(O)c1ccc(N(C)C)cc1 (stereo not drawn)	6%	2.1%	x	6%	x	0.8%	x	-0.1%	i	17
COc1ccc(N2CCN(C(=O)c3cccs3)CC2)cc1	x	-0.5%	x	x	x	0.0%	x	0.2%	i	52
Cc1cccc(NC(=O)CSc2nnc(-c3cc(C)[nH]n3)n2N)c1	x	0.7%	x	x	x	-0.3%	x	0.3%	i	24
O=C(Nc1ccccc1)OC(CN1CCCCC1)C(F)(F)F (stereo not drawn)	-3%	0.3%	-9%	-7%	-2%	0.2%	1	0.1%	i	15
O=C(NCc1ccccc1)C1CC2CCCC(C1)C2=O (stereo not drawn)	2%	1.1%	9%	5%	6%	-0.5%	1.1	0.2%	i	60
CC(=O)Nc1ccc(NC(=O)CCC(=O)OCC(=O)c2ccc(C)c([N+](=O)[O-])c2)cc1	5%	0.6%	-14%	5%	-6%	-0.4%	1.1	2.8%	i	47
COc1ccc(CCNC(=O)c2ccc3c(c2)N(Cc2ccc(F)cc2)CCS3)cc1OC	x	42%	x	x	x	0.5%	x	2.2%	i	15
O=C(CCc1nc(-c2ccccc2)c(-c2ccccc2)o1)OCc1ccc(Br)cc1	-2%	-1.0%	14%	-4%	10%	-0.9%	1	6.2%	i	55
O=C(Cn1cnc2ccccc2c1=O)N/N=C/c1ccc(Br)cc1	-5%	x	x	2%	x	0.2%	x	x	i	49
Cc1ccc(C(=O)Nc2nccs2)cc1S(=O)(=O)N1CCCCC1	6%	1.2%	-2%	3%	14%	0.1%	1	-0.8%	i	57
O=C(Nc1cccc(C(F)(F)F)c1)c1n[nH]c(Cn2cncn2)n1	0%	-0.4%	9%	5%	3%	1.2%	1.1	-0.2%	i	43
O=C(NCCCCc1ccccc1)C1CC(c2cccc([N+](=O)[O-])c2)=NO1 (stereo not drawn)	1%	2.2%	8%	-9%	5%	1.0%	0.9	-0.2%	i	38
CCNc1nc2c(c(=O)n(C)c(=O)n2C)n1Cc1ccc(Cl)cc1	x	0.2%	x	x	x	-1.8%	x	-1.3%	i	20
COc1ccc(S(=O)(=O)N2CCC(C(=O)NCc3ccco3)CC2)cc1C	x	1.1%	x	x	x	-0.3%	x	0.0%	i	23
CCCNS(=O)(=O)c1ccc(CCC(=O)N2CCOCC2)cc1	-4%	1.6%	1%	-4%	0%	0.0%	1.1	0.6%	i	35
COc1ccc(CCNC(=O)C(C)n2nc(C)n3c(cc4occc43)c2=O)cc1OC (stereo not drawn)	x	3.6%	x	x	x	-0.4%	x	0.5%	i	24
Cc1cccc(NC(=S)N/C(=N/S(=O)(=O)c2ccccc2)c2ccccc2)c1	6%	0.2%	14%	4%	11%	0.5%	0.8	-0.4%&3.7%	i	10
CN1C(=O)/C(=C/c2ccccc2OCc2ccc(F)cc2)N(C)C1=S	3%	0.5%	17%	1%	8%	-1.1%	1.2	0.7%[50 µM]	i	55
COC(=O)c1ccc(CN2CCN(C3CCCCC3)C(CCO)C2)cc1 (stereo not drawn)	1%	-1.8%	-2%	-5%	-6%	0.0%	1.1	0.4%	i	36
N#C/C(=C(/O)COc1ccc(Cl)cc1)c1nc2ccccc2s1	1%	3.7%	-6%	2%	-2%	-0.6%	1.4	-0.5%	i	25
Nn1cnc2cc3ccccc3cc2c1=O	x	1.7%	x	x	x	-0.1%	x	0.4%	i	38
CCc1nn(C)c2c(=O)c(=O)c2n(C)[nH]1	0%	-0.1%	x	5%	x	0.3%	x	0.3%	i	22
O=C(O)CCCCCN1C(=O)CSC1=S	4%	1.9%	13%	21%	12%	1.0%	1.1	7.0%	i	40
CCn1c(C)c(C(C)=O)c(N2CCN(c3ccccc3)CC2)nc1=S	6%	-0.7%	1%	13%	-21%	-0.3%	1	0.2%	i	60
Cc1ccc(CNC(=O)C2CCC(=O)N(C3CC3)C2)cc1 (stereo not drawn)	x	0.1%	x	x	x	-0.1%	x	0.2%	i	69
Cc1ccccc1Nc1nc(N)nc(CCl)n1	-5%	5.2%	x	-5%	x	2.9%	x	13%	i	56
CCCN(CCC)CCNC(=O)c1cc2c(-c3ccccc3F)nn(C)c2s1	x	-0.8%	x	x	x	-0.2%	x	-0.1%	i	56
Cc1cc(C(=O)N/N=C/c2sccc2C)no1	4%	1.4%	-12%	23%	-19%	0.5%	0.9	1.7%[50 µM]	i	45

Assay outcomes deposited in PubChem BioAssay by several laboratories.

Compounds were not picked by outcome, and some 1.5% of all compounds hit somewhere here.
